GLP1R inv ag: GLP-1 receptor (human) inverse agonism; P43220; HEK293 GLP-1R CRE-luciferase, luminescence, 24 h; GLP-1R form is constitutively active; Potency, µM (series often up to 38.3 µM), inactives show at the top dose activity change, negative = inhibition, most hits filed as inhibitors; hit rate 1.6% among 410,000; further: potency means the concentration at half of the fitted maximal effect; on the % scale 0 is the no-effect control and ±100 the full control effect; nearly all actives have a fitted effect of over 55% in size
Target sequence (P43220 whole entry, looked up): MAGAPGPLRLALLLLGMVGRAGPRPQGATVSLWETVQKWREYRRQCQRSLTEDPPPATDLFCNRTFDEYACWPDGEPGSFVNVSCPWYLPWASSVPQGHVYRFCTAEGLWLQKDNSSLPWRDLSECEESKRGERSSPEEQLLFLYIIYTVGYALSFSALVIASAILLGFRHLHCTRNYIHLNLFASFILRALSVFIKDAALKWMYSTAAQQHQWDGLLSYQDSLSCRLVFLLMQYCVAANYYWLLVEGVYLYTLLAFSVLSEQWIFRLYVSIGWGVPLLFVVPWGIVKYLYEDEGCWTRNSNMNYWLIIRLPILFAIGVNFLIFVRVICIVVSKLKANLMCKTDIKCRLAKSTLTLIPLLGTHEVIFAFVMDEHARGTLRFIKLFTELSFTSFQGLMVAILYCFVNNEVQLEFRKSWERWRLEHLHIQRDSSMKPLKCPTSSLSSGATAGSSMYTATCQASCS
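Inverse agonists were sought by their lowering of basal cAMP reporter luciferase output in HEK293 cells stably carrying constitutively active human GLP-1R, after 24 h compound treatment.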
Abeta yeast res: compounds reversing amyloid beta toxicity in yeast. yeast expressing A-beta42, growth rescue, OD600, 48 h; response scale: 0% DMSO, 100% iron-clioquinol control. hit rate 0.063% among 410,000. Potency, µM (titrated, usually from 46.1 µM), without a hit: at the highest dose growth rescue, most hits filed as activators; further: potency means the concentration at half of the fitted maximal effect; nearly all actives have a fitted effect of over 55% in size
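Yeast growth medium received pinned compounds, then yeast cells expressing toxic A-beta were added; plates incubated at 30 C for 48 hr. Growth read as absorbance at 600 nm, normalized to DMSO and equimolar FeCl3 plus clioquinol controls.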
PTHR1 agonist: PTHR1 (human) receptor agonism; Q03431; Potency, µM (series often up to 115 µM), inactives show at the highest dose activation, hits mostly activators; HEK293 GP2 PTHR1 cells, GloSensor cAMP luminescence, 1 h; hit rate 0.075% among 410,000; AID 743266; further: potency means the concentration at half of the fitted maximal effect; nearly all actives have a fitted effect of over 55% in size; some results filed as inactive show a strong effect at the top dose; inactives centre near -15; many of its hits are not listed in these tables
Target sequence (Q03431 whole entry, looked up): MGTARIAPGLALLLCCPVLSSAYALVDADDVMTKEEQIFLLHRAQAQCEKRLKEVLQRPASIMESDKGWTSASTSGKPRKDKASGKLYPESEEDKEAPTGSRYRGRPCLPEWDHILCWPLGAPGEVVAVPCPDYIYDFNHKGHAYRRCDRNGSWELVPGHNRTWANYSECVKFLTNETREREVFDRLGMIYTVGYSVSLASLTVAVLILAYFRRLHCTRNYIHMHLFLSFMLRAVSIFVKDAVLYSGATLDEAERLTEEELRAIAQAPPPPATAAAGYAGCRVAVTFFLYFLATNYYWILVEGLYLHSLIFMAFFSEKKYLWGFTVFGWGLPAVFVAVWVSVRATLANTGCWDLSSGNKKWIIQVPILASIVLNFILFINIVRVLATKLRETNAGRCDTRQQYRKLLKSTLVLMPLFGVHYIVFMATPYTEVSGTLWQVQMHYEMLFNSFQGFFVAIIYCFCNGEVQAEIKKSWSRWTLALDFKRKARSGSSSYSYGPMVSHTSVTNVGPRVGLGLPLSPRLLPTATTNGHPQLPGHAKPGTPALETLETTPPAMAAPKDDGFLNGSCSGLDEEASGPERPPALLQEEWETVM
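HEK-293-derived GP2 cells expressing PTHR1 and a GloSensor cAMP reporter, 3,000/well, plated overnight, given luciferin plus IBMX (each 0.5 mM as added) for 1 h at 37 °C, then compound for 1 h at 37 °C. Luminescence was read after 15 min at room temperature.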
GLP1R ag: agonists of human GLP-1 receptor; P43220; HEK293 GLP-1R CRE-luciferase, luminescence, 4-6 h; cells express a hypersensitive GLP-1R form; Potency, µM (top dose mostly 45.6 µM), for the others: top-dose activation, most hits filed as activators; hit rate 0.007% among 380,000; further: potency means the concentration at half of the fitted maximal effect; % of control where 0% means no effect
TDP43 rescue: TDP-43 toxicity inhibition in yeast; TDP-43 expressing yeast growth rescue, BacTiter-Glo, 24 h; Potency, µM (top dose mostly 46.1 µM), without a hit: at the top dose growth rescue (activation), most hits filed as activators; hit rate 1.8% among 410,000; AID 652104; further: potency means the concentration at half of the fitted maximal effect; % of control where 0% means no effect; nearly all actives have a fitted effect of over 50% in size
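Luminescence from BacTiter-Glo reports growth of TDP-43-expressing yeast after 24 hr at 30 deg C with compound. Cells were raffinose-pregrown to mid-log, then seeded in galactose medium at OD600=0.02.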
aSyn rescue: rescues yeast growth from alpha-synuclein toxicity. Yeast expressing alpha-synuclein, growth rescue, BacTiter-Glo, 24 h. Potency, µM (highest dose often 46.1 µM), for inactives: top-dose growth rescue (activation), actives largely listed as activators. hit rate 0.14% among 370,000; further: potency means the concentration at half of the fitted maximal effect; % of control where 0% means no effect; nearly all actives have a fitted effect of over 65% in size
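Galactose-induced alpha-syn yeast (OD600=0.02, raffinose-pregrown) + pinned cpd, 24 hr, 30 deg C; growth by BacTiter-Glo luminescence. Growth restoration scores as activation.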
pAkt inh: blocks phosphorylation of Akt. Neuro2A IGF-stimulated pAkt S473 HTRF, 20 min; stronger effect = lower value. activity change, % for hits at 50 µM. hit rate 0.32% among 360,000. AID 651550; in the data active means activity change below about -80%; inconclusive means mostly about -51% to -80%; further: on the % scale 0 is the no-effect control and ±100 the full control effect
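Single-point screen (50 µM final compound) in Neuro2A cells stimulated 20 min with 6 nM IGF at 37 deg C. After lysis, Ser473-phosphorylated Akt read by HTRF (ex 330 nm, em 615/665 nm) as the 665/615 ratio.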
D3 antag: antagonists of human D3 dopamine receptor; D3R cells, DiscoveRx beta-arrestin luminescence, antagonist mode; stronger effect = lower value; max response, negative = inhibition, %; AID 652054; hit rate 2.5% among 360,000; P35462; in the data active means max response below about -50%; inconclusive means no clear call, values can overlap the other calls; further: on the % scale 0 is the no-effect control and ±100 the full control effect; mostly tested at two doses, the higher about 12 µM
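Cells plated overnight at 1500 cells/well, then exposed to library compounds with dopamine controls for 90 minutes at 37 degrees C. DiscoveRx reagent added for 30–60 minutes at room temperature; luminescence read, quantitative HTS format.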
FUS suppressor: FUS proteinopathy suppression in yeast | Potency, µM (series often up to 76.6 µM), without a hit: at the top dose growth rescue (activation), hits mostly activators | hit rate 0.24% among 390,000 | S. cerevisiae FUS-expressing, growth rescue, OD600, 24 h;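 further: potency means the concentration at half of the fitted maximal effect; plate controls were DMSO vehicle for no effect and reference control for full effect; nearly all actives have a fitted effect of over 55% in size; some results filed as inactive show a strong effect at the top dose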
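Toxicity suppression screen in FUS-yeast. Cells induced with 2% galactose, starting OD 0.005, treated 24hr at 30C with compounds at multiple final concentrations; growth by OD600.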
* hit, by the source's call; i = inactive; ? = inconclusive; . = no result given; & = joins results of further samples; [ ] = another dose, or the depositor's remark. Unless noted, the call rests on the fitted dose curve; in most records, active means well fitted curve in the direction sought with a large enough effect; inconclusive means small, poorly fitted or top-dose-only effect, or another doubt; inactive means no such curve, though single readings can be large; an effect the other way counts as inactive or inconclusive. Some of the compounds tested. The share of hits here may be higher or lower than overall.

Each structure is followed by: GLP1R inv ag, Abeta yeast res, PTHR1 agonist, GLP1R ag, TDP43 rescue, aSyn rescue, pAkt inh, D3 antag, FUS suppressor
> CCOC(=O)C1(Cc2cccc(Cl)c2)CCCN(C(=O)c2ccnn2C)C1 (stereo unspecified)
  -5%, 17%, -5%, -4%, 28%, 3%, i, -21, 28%
> O=C(CSC1=NCCS1)Nc1ccc2ccccc2c1
  27%, 14%, -13%, 17%, 18%, -2%, i, -4, 8%
> CCOC(=O)c1cc2ccc(OC)cc2oc1=O
  14%, -9%, -18%, -4%, 9%, 0%, i, 3, 6%
> CC(C)Cn1cc(NC(=O)NCc2ccccc2)c2ccccc2c1=O
  -1%, -24%, 8%, -3%, 30%, 6%, ., ., -3%
> COc1ccc(S(=O)(=O)N(C)CC(=O)NCc2ccccn2)cc1
  4%, -6%, i, 5%, -22%, -8%, i, -6, 38%
> O=C(CSc1nnc(CNC(=O)c2ccccc2F)o1)Nc1cccc(C(F)(F)F)c1
  12%, 8%, -92%, -6%, 5%, -6%, i, -7, 15%
> CC(=O)Nc1nn(C)c2nc3cc(C)ccc3cc12
  29%, -4%, 4%[57.5 µM], -10%, 10%, -9%, i, -2, 14%
> COc1ccc(NC(=O)c2cccc(S(=O)(=O)N3CCCC3)c2)cc1OC
  4%, 0%, -21%, -4%, 6%, -2%, i, ?, 16%
> NS(=O)(=O)c1ccc(CCNCc2cccnc2)cc1
  8%, -7%, -24%, -7%, -1%, -1%, i, ?, -25%
> COc1ccccc1OCC(=O)Nc1cc(S(=O)(=O)N2CCCCC2)ccc1N1CCCCC1
  ?, -2%, -36%[inhibitor], 3%, 1%, -6%, i, -25, 41%
> COc1ccc(C(=O)C2CCN(CC(=O)Nc3ccc(C)cc3)CC2)cc1
  ?, -4%, -17%, 14%, 0%, -6%, i, -113*, 36%
> CC(=O)N1c2ccc(S(=O)(=O)N3CCC(C(=O)N4CCN(c5ccccc5)CC4)CC3)cc2CC1C (stereo unspecified)
  -10%, ., -30%, 9%, 9%, 1%, i, -4, ?
> Cc1cc([N+](=O)[O-])nn1CC(=O)Nc1sc2c(c1C(N)=O)CCCC2
  20%, -5%, i, 1%, 17%, 3%, i, -1, 15%
> Cc1ccc2c(c1)COc1c3ccc(C(=O)NC(C)C)cc3nn1-2
  -17%, -7%, -55%[inhibitor], 16%, 13%, 11%, i, 11, -23%
> O=C(N/N=C/C=C\c1ccccc1[N+](=O)[O-])c1cccnc1
  -4%, -12%, -14%, -1%, -16%, -1%, i, -14, 33%
> COC(=O)c1cnn2c(C(F)(F)F)cc(-c3ccc(F)cc3)nc12
  -12%, 0%, -3%[57.5 µM], -8%, 26%, 1%, i, 39, -5%
> COc1ccc(CCNC2CC(=O)N(CCc3ccc(OC)c(OC)c3)C2=O)cc1 (stereo unspecified)
  0%, -18%, -5%[57.5 µM], 10%, -7%, 6%, i, -12, 1%
> CCCc1cc(=O)[nH]c(SCC(=O)NC(=O)c2ccccc2)n1
  0%, -13%, i, 4%, -19%, 1%, i, -22, 8%
> Cn1nc(-c2ccc(C(=O)N3CCN(Cc4ccccc4)CC3)cc2)c2ccccc2c1=O
  0%, 21%, i, 9%, 16%, ., ., 11, 0%
> COc1ccc(Cl)cc1NC(=O)CSc1nnc(-c2ccncc2)n1CC1CCCO1 (stereo unspecified)
  5%, 1%, -2%, 8%, -7%, -12%, i, -19, 19%
> Cn1c(=O)c2sccc2n2c(CCCC(=O)NCc3ccco3)nnc12
  29%, -4%, i, 3%, 3%, -7%, i, -10, 5%
> COCCN(Cc1nc2ccccc2c(=O)[nH]1)C(=O)COc1c(C)cc(Cl)cc1C
  ?, -5%, i, 2%, 10%, 2%, i, -21, 8%
> CC(C)CN1CCC(C(=O)NC(c2ccc(F)cc2)c2ccc3ccccc3n2)CC1 (stereo unspecified)
  ?, -12%, -4%, -1%, 18%, 0%, i, ?, 36%
> Cc1ccc(CC(=O)N2CCN(C(=O)C3CCCO3)CC2)cc1 (stereo unspecified)
  16%, 8%, -19%, -5%, 4%, 1%, i, 6, -17%
> Cc1cccc[n+]1CC(=O)Nc1ccc([N+](=O)[O-])cc1
  1%, 9%, -24%, -2%, 10%, 6%, i, -12, -14%
> CCC(C)(C)n1nnnc1C(c1ccc(OC)c(OC)c1)N1CCN(c2ccc(F)cc2)CC1 (stereo unspecified)
  -19%, 8%, i, 1%, 10%, 8%, i, 1, 16%
> O=C1CN(C(=O)COC(=O)CNC(=O)c2ccc(Cl)cc2)c2ccccc2N1
  2%, -18%, 2%, 2%, -25%, 0%, i, -16, 9%
> O=C(NCCN1CCCC1)c1ccc2c(c1)N(Cc1ccccc1)C(=O)c1ccccc1S2(=O)=O
  ?, 1%, -19%, -4%, 8%, -7%, i, -7, 40%
> Cc1cc(C)c(C)c(S(=O)(=O)N2CCCN(C)CC2)c1C
  ?, -4%, -11%, 10%, -7%, -2%, i, -24, -4%
> Cc1cccn2c(=O)nc(SCC(=O)N3CCC(C)CC3)nc12
  37%[activator], 3%, -22%, 4%, 17%, 1%, i, 19, 3%
> COC(=O)c1ccccc1NC(=O)c1onc(C)c1Cl
  2%, -10%, -1%, 9%, 3%, -4%, i, -12, -22%
> NC(=O)C1(N2CCCCC2)CCN(C(=S)Nc2ccc(S(N)(=O)=O)cc2)CC1
  -4%, 8%, i, 3%, 10%, 4%, i, 40, -37%
> Cc1ccc2c(C)c(C(=O)Nc3cccnc3)oc2c1
  0%, 1%, -19%, 3%, -4%, 4%, i, 15, 25%
> O=C(CSc1nnc(Nc2ccccc2)s1)NCc1ccco1
  -2%, 4%, i, 14%, 0%, -5%, i, 15, 5%
> CCOC(=O)Cn1c(C)c(Br)c(COC)c(C#N)c1=O
  ?, -5%, -36%[inhibitor], 13%, 13%, 0%, i, 5, 14%
> CC(Sc1nc2ccccc2s1)C(=O)N(C)Cc1ccccc1 (stereo unspecified)
  ?, -3%, -65%[inhibitor], 13%, ?, ?, i, -7, 32%
> COc1cc(OC)cc(-c2ncc3ccccn23)c1
  -1%, -25%, i, ?, -14%, -1%, i, -58*, 34%
> O=C(CSc1nnc2c(n1)[nH]c1ccccc12)Nc1ccc(N2CCOCC2)cc1
  40%[activator], 6%, -12%, 12%, 21%, -7%, i, -2, 18%
> CCOc1ccc(NS(=O)(=O)c2ccc3[nH]c(=O)[nH]c3c2)cc1
  38%[activator], -4%, -25%, -4%, -13%, -9%, i, -26, 7%
> C[n+]1cc(-c2ccccc2)n2c1CCCCC2
  -10%, 13%, -14%[57.5 µM], -14%, -31%[inhibitor], 1%, i, -17, -15%

The closing four records of the part above lead into the next:
Each structure is followed by: GLP1R inv ag, Abeta yeast res, PTHR1 agonist, GLP1R ag, TDP43 rescue, aSyn rescue, pAkt inh, D3 antag, FUS suppressor
> COc1cc(OC)cc(-c2ncc3ccccn23)c1
  -1%, -25%, i, ?, -14%, -1%, i, -58*, 34%
> O=C(CSc1nnc2c(n1)[nH]c1ccccc12)Nc1ccc(N2CCOCC2)cc1
  40%[activator], 6%, -12%, 12%, 21%, -7%, i, -2, 18%
> CCOc1ccc(NS(=O)(=O)c2ccc3[nH]c(=O)[nH]c3c2)cc1
  38%[activator], -4%, -25%, -4%, -13%, -9%, i, -26, 7%
> C[n+]1cc(-c2ccccc2)n2c1CCCCC2
  -10%, 13%, -14%[57.5 µM], -14%, -31%[inhibitor], 1%, i, -17, -15%
> CC(CN1c2ccccc2Sc2ccccc21)N(C)C (stereo unspecified)
  -4%, -17%, -3%, -1%&25%, ?, 0%&0%&12%, i, -98*, -17%
> CCC(Cn1nnc2ccccc2c1=O)NC(=O)Nc1ccc(C)cc1 (stereo unspecified)
  8%, -15%, 16%, ., -5%, ., ., ., 5%
> COc1ccc(C(=O)/C=C2\NCCc3cc(OC)c(OC)cc32)cc1OC
  48%, -13%, -19%, ?, 12%, 10%, i, -2, 18%
> CCOC(=O)C(=O)N/N=C/c1ccc(F)cc1
  5%, 15%, i, 1%, 1%, -4%, i, -11, -7%
> COc1cccc(C(=O)NCC2CCCN(C(=O)c3ccc(C=O)cc3)C2)c1OC (stereo unspecified)
  4%, 5%, -24%, -3%, 10%, 2%, i, 0, .
> COc1ccc(NC(=O)c2ccccc2SC)cc1OC
  37%[activator], -2%, -3%, 15%, -9%, -2%, i, -11, 3%
> COc1ccc(Br)cc1S(=O)(=O)Nc1ncccc1C
  10%, -14%, -15%, 0%, -16%, 1%, i, 7, 14%
> CC(=O)Nc1ccc(OCC(O)Cn2c(C(C)C)nc3ccccc32)cc1 (stereo unspecified)
  16%, -8%, i, 0%, -5%, -3%, i, 4, -13%
> O=C(COCc1cc(-c2cccs2)on1)NCc1cccc(Cl)c1
  -7%, 19%, 16%, ., ?, ., ., ., 23%
> CC(C)[C@H](NC(=O)c1ccccc1F)C(=O)Nc1ccc2c(c1)OCO2
  -12%, -3%, -19%, 9%, 14%, ?, i, -9, -4%
> CCN(C(=O)CSc1nc(-c2ccccc2)no1)c1cccc(C)c1
  1.3µM*, 6%, -43%[inhibitor], ., 16%, ., ., ., 13%

In another format: results already given.
| Molecule | GLP1R inv ag | Abeta yeast res | PTHR1 agonist | GLP1R ag | TDP43 rescue | aSyn rescue | pAkt inh | D3 antag | FUS suppressor |
| --- | --- | --- | --- | --- | --- | --- | --- | --- | --- |
| CCC(Cn1nnc2ccccc2c1=O)NC(=O)Nc1ccc(C)cc1 (stereo unspecified) | 8% | -15% | 16% | . | -5% | . | . | . | 5% |
| COc1ccc(Br)cc1S(=O)(=O)Nc1ncccc1C | 10% | -14% | -15% | 0% | -16% | 1% | i | 7 | 14% |
